High-throughput results deposited in PubChem BioAssay by several laboratories.
CF NFkB block – blocks PAF-induced NF-kB reporter in cystic fibrosis cells; KKLEB NF-kB-GFP reporter, GFP fluorescence overnight; inhibition, % at 5 µM; actives 0.86% (n = 360,000);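 active means at least 50% inhibition at 5 µM, scaled per plate between neutral and stimulator controls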;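 further: PAF is a Pseudomonas aeruginosa culture filtrate used as stimulus; plate controls were PAF-stimulated DMSO wells for no effect and unstimulated DMSO wells for full effect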
COUP-TFII inh – inhibitors of human COUP-TFII (NR2F2); HEK293T NGFI-A luciferase reporter, luminescence; P24468; actives 0.7% (n = 370,000); inhibition, % at 8.6 µM;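 active means inhibition above a per-plate cutoff, mean inhibition of test wells between control levels plus 3 SD, cut at about 38% in these data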;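 further: cells cotransfected with COUP-TFII expression vector driving the NGFI-A reporter; 0% = median of COUP-TF2 test wells and 100% = reporter-only cells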
NCOA3 inh – human NCOA3 inhibition. Q9Y6Q9. actives 0.17% (n = 360,000). AID 588352. HEK293 GAL4-SRC3 luciferase reporter, luminescence. inhibition, % at 3.6 µM;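 active means inhibition above a per-campaign cutoff, the mean of all compounds plus 3 SD, cut at about 60% in these data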;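 further: 0% = DMSO-treated cells and 100% = gossypol-treated cells at 36 µM; higher means less SRC3-driven luciferase light from the GAL4 reporter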
Target sequence (Q9Y6Q9 whole entry, looked up, the tested form may be a part): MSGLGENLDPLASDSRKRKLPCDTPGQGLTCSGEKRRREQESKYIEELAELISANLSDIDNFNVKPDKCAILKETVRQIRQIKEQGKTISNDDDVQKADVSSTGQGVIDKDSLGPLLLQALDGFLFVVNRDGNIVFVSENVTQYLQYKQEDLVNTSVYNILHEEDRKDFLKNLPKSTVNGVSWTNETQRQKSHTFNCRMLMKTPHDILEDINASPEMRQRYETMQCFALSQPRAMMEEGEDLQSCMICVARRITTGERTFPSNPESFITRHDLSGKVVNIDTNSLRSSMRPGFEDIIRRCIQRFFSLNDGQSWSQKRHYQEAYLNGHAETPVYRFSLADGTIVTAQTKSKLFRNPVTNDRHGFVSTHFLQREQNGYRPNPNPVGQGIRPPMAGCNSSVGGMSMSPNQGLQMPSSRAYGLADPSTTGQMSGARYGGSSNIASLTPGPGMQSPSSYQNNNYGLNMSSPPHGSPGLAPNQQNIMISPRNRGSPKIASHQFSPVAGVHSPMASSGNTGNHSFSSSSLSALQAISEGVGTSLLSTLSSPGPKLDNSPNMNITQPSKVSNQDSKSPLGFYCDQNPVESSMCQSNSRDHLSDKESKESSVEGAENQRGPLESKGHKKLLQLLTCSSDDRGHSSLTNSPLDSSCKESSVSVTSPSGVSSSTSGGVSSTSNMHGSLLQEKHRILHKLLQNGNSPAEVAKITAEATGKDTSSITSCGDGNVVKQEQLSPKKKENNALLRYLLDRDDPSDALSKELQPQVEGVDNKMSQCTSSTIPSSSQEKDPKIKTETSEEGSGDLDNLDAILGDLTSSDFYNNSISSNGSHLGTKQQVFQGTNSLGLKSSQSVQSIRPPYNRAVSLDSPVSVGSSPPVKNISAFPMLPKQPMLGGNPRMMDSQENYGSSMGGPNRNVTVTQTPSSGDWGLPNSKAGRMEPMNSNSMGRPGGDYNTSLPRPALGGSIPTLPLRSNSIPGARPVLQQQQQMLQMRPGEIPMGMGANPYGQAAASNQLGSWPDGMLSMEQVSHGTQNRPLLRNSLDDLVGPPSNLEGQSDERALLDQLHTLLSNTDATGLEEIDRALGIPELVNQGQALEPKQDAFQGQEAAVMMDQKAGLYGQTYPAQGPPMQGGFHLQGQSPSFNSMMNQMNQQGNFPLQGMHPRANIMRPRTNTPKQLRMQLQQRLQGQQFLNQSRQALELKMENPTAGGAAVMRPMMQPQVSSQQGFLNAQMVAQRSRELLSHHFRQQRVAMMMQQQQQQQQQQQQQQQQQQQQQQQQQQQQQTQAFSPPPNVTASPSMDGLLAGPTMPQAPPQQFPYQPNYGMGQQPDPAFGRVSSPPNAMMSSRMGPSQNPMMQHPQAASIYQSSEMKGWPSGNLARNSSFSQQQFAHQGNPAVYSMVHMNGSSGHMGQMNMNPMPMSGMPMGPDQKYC
KKLEB tox – counter-screen for CF NF-kB inhibitors: cytotoxicity; activity change (cytotoxicity), % at 5 µM; KKLEB CF airway cells viability, ATPlite luminescence, overnight; hits give low values; cells stimulated with P. aeruginosa culture filtrate; actives 0.36% (n = 360,000);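 active means corrected activity change at or below -50% at 5 µM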
NCOA1 inh – inhibits human SRC1 coactivator; AID 588354; HEK293 GAL4-SRC1 luciferase reporter, luminescence; actives 0.12% (n = 360,000); Q15788; inhibition, % at 3.6 µM;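 active means inhibition above the campaign mean plus 3 SD, with each screening campaign given its own cutoff, cut at about 60% in these data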;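 further: 0% = DMSO treated cells and 100% = gossypol at 36 µM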
NR5A2 inv ag – suppresses constitutive activity of human LRH-1; AID 602396; inhibition, % at 3.6 µM; HEK293T StAR-luciferase reporter, LRH-1 transfected, 24 h; actives 0.13% (n = 360,000);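 active means inhibition above the mean inhibition of all tested compounds plus 3 SD, cut at about 73% in these data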;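 further: 0% = DMSO wells and 100% = reporter-only cells lacking LRH-1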
TWEAK-Fn14 inh – TWEAK-Fn14 signaling inhibition; actives 2% (n = 360,000); TWEAK-stimulated Fn14 reporter cells, luciferase luminescence, 8 h; AID 1159606; inhibition, % at 10 µM; in the data active means inhibition above about 50%
TRAIL sens C8 – caspase-8 TRAIL sensitization; NB7+C8 cells + TRAIL, ATPlite viability luminescence; inhibition (viability loss, TRAIL sensitization), % at 10 µM; actives 1% (n = 360,000);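 active means compounds causing at least 50% loss of cell viability in the single-dose screen, relative to plate controls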
TROY NFkB inh – blocks TROY-dependent signaling in reporter cells | Q293 LMP1-TROYcd NF-kB luciferase reporter, 4 h | inhibition, % at 10 µM | actives 0.98% (n = 360,000) | AID 1347056;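 active means compounds whose plate-normalised and pattern-corrected inhibition of the luciferase reporter signal at the single screening dose is 50% or more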
EBV LMP1 NFkB – reduces LMP1-driven NF-kappaB luciferase signal; LMP1-induced NF-kappaB luciferase reporter cells, luminescence; inhibition, % at 12.5 µM; actives 0.69% (n = 350,000); in the data active means inhibition above about 41%;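 further: 0% = neutral control wells and 100% = reference inhibitor control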
Shn3 3UTR inh – inhibitors of Schnurri-3 3'UTR reporter in osteoblasts; Clone20 osteoblast Shn3 3'UTR firefly luciferase, 24 h; inhibition, % at 12.5 µM; actives 0.52% (n = 360,000); AID 588674;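 active means mean inhibition of at least 75% with every replicate also reaching 75%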;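 further: 0% = median of neutral control wells and 100% = pilot-screen positive control compound; some compounds past the cut are filed as inactive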
* marks the source's active call; other numbers are inactive results; x = no result given. Some of the compounds tested; rates above refer to the full screens.

Values run as follows: CF NFkB block	COUP-TFII inh	NCOA3 inh	KKLEB tox	NCOA1 inh	NR5A2 inv ag	TWEAK-Fn14 inh	TRAIL sens C8	TROY NFkB inh	EBV LMP1 NFkB	Shn3 3UTR inh
CCOCCCNC(=O)c1ccc(N2CCOCC2)c(NS(=O)(=O)c2ccc(OC)cc2)c1
 : 2	4	10	-1	0	-19	-8	-1	-10	-2	4
CN(C)c1ccc(/C=N/NC(=O)c2ccccn2)cc1
 : 6	-48	-45	-11	-63	-169	-14	66*	31	37	13
CC(C(=O)Nc1cccc(S(=O)(=O)N2CCOCC2)c1)N1CCN(C/C=C/c2ccccc2)CC1 (stereo not drawn)
 : 3	-1	7	1	-14	20	34	4	-5	6	1
N#C/C(C(=O)N1CCOCC1)=C1\Nc2ccccc2S1
 : -8	-9	-39	5	-34	-52	-3	-4	-31	-4	-59
CC1(C)CC(=O)C(C=Nc2ccc3cn[nH]c3c2)=C(O)C1
 : 29	-1	8	2	1	23	-2	-2	-53	-4	17
CCCCNC(=O)C(C)N(CCN(C)C)C(=O)CCCCCN1C(=O)NC(c2ccc(Cl)cc2)C(C(=O)OCc2ccccc2)=C1C (stereo not drawn)
 : -1	7	6	-32	5	-9	-17	33	-9	-35	35
Cc1cc(C)c(C#N)c(SCCS(=O)(=O)Cc2ccc(Cl)cc2)n1
 : 11	1	-20	-12	-12	-7	-20	-21	-2	-4	9
CN(CC(=O)Nc1cccc(F)c1)C(=O)C1CC(=O)N(CCc2ccccc2)C1 (stereo not drawn)
 : -1	4	5	0	-3	-11	7	0	0	-10	15
C/C(=N\NC(=O)CSCc1cccc(Br)c1)c1ccc([N+](=O)[O-])cc1
 : -15	7	12	15	-7	-13	-2	-13	7	-18	-7
CCCCNC(=O)CCNS(=O)(=O)c1ccc(Br)cc1
 : 14	19	13	-12	-2	11	-5	8	-13	-7	5
COc1ccc(OC)c(NC(=O)c2cc(S(=O)(=O)N3CCCC3)cn2C)c1
 : 9	-7	9	-2	-1	4	-25	-6	9	7	-5
CC(=O)Nc1ccc(NC(=O)[C@@H]2CCCN2S(=O)(=O)c2ccc3c(c2)OCCO3)cc1
 : -2	6	-4	1	-13	-15	10	-10	-4	-6	-7
CCCCCCCCN1[C@@H](CC(=O)OCC)c2cc(C(F)(F)F)ccc2S1(=O)=O
 : -13	9	21	7	-8	0	0	-9	10	-1	4
CCN(C(=O)c1cc2c(=O)n3ccccc3nc2n1C)C1CCCCC1
 : -20	-24	-14	3	-49	-80	16	-5	6	-13	-12
Cc1cccc(NC(=O)c2cnn(-c3ccccc3)c2C)c1C
 : -11	-28	-69	1	-60	-74	-8	4	-50	-8	-10
COC(=O)c1cc(Br)ccc1NC(=O)CCNC(=O)c1ccco1
 : 13	6	1	1	6	5	-6	7	15	3	10
Clc1ccc(CN2C3=NCCCN3c3ccccc32)c(Cl)c1
 : -4	-1	4	-19	13	9	2	2	18	-8	14
COc1ccc(C2C(C(=O)N3CCC(C(N)=O)CC3)CC(=O)N2c2ccc(OC)cc2)cc1 (stereo not drawn)
 : -7	1	9	2	-15	-9	6	-10	-1	-3	2
CCOc1cccc(SCc2noc(C(=O)NCC3CCCO3)c2C(=O)O)c1 (stereo not drawn)
 : 7	5	3	-1	3	7	-3	-12	-13	-1	-3
CC[C@H](CO)Oc1cc(NCc2cccc(N)c2)c2ncn(C(C)C)c2c1
 : x	-7	x	x	x	10	16	-2	14	x	x
COc1ccc(CCC(=O)NCCc2ccc(OC)c(OC)c2)cc1
 : -1	7	-6	-8	5	-9	24	-1	6	2	-6
Cc1cc(=O)n2ccccc2c1C#N
 : -2	9	-20	0	-8	13	0	-5	-2	0	13
O=C(O)c1cccc(Cn2cc(Cl)cn2)c1
 : 6	8	-18	-6	-7	-10	1	-10	-24	1	2
O=C(COC(=O)/C=C/c1ccc(OC(F)F)cc1)NCCN1C(=O)CSC1=O
 : 11	10	7	5	-5	2	-1	11	-1	-46	-10
NS(=O)(=O)c1cccc(NC(=O)COC(=O)CNC(=O)c2ccc(-c3ccccc3)cc2)c1
 : -4	-2	-8	2	-8	-44	-24	-10	18	-2	-1
Nn1c(COc2ccccc2F)nnc1SCC(=O)NC1CC1
 : -3	5	-2	7	-27	0	-10	-7	1	-3	-10
O=C(NCCCN1CCOCC1)c1ccccc1N1C(=O)[C@@H]2Cc3c([nH]c4ccccc34)C(c3cccc(Cl)c3)N2C1=O (stereo partly drawn)
 : 7	-2	11	-14	0	20	30	18	3	-1	16
CCN(CC)C(=O)Cn1cc(SCC(=O)NC2CCCC2)c2ccccc21
 : -22	-17	9	6	6	4	-9	1	15	-3	3
Cc1ccc(S(=O)(=O)Cc2ccc(C(=O)NCc3ccc4c(c3)OCO4)o2)cc1
 : 2	9	5	5	12	2	-10	4	13	6	23
Cc1oc(-c2ccccc2F)nc1CS(=O)(=O)CC(=O)NCCN(C)C1CCCCC1
 : -12	-1	16	12	-14	4	-4	19	14	-3	12
CC(C)OC(=O)c1c(NC(=O)c2ccco2)sc2c1CCCC2
 : 0	-8	-10	1	-3	-21	-4	-7	3	-11	0
Cc1csc(NC(=O)CSc2nnc(-c3ccco3)n2C)n1
 : 3	12	9	-1	1	2	86*	-3	81*	-3	-5
Cc1cccc(NC(=O)CSc2nnc(C3CC3)n2CC2CCCO2)c1C (stereo not drawn)
 : 2	3	3	-12	2	32	18	-8	-2	4	18
COc1ccc(S(=O)(=O)N(CC(=O)NCc2ccco2)C2CCCCC2)cc1OC
 : 8	-2	19	9	-1	2	10	-6	-14	3	27
Cc1cccc2cc(CN(Cc3ccco3)C(=O)Nc3cccc(C#N)c3)c(Cl)nc12
 : 48	18	21	-40	6	-2	-9	-1	5	-16	20
O=C(Nc1nnc(Cc2c[nH]c3ccccc23)s1)c1ccc(Cl)cc1Cl
 : -16	-3	13	6	-16	1	65*	15	-4	-4	-7
Fc1cccc(/C=N/Nc2cc(N3CCOCC3)ncn2)c1
 : 49	-2	-75	-11	-150	-79	14	16	-50	-53	-65
O=C(Nc1ccc(N2CCCC2)cc1)c1ccc(Cl)cc1Cl
 : 7	-5	-28	-9	-53	-20	-20	-10	-7	-6	-16
COc1ccc(N(C(=O)c2cnccn2)C(C(=O)NC2CCCCC2)c2ccc(Cl)cc2)cc1 (stereo not drawn)
 : 10	-19	-1	-6	-9	-15	8	0	-14	4	-17
Cc1cc(C)c2c(=O)n(CC(=O)N3CCN(c4ccccc4)CC3)ccc2n1
 : -32	-1	1	17	-6	3	-1	-7	-9	0	-4
CCN1CCN(CC(=O)Nc2ccc(C(C)=O)cc2)CC1
 : -3	15	-12	1	-23	1	-6	-5	19	3	-13
CC(C)(C)C(=O)Nc1cc(S(=O)(=O)N2CCCCC2)ccc1N1CCCCC1
 : -4	17	17	2	-5	9	3	2	2	-6	84*
COc1ccccc1C(=O)NCCC(=O)N1CC(=O)Nc2ccccc21
 : 15	12	2	0	0	-3	-4	-16	5	-5	-4
Cc1noc(C)c1S(=O)(=O)NCc1ccc2c(c1)OCO2
 : 1	13	-10	-2	-43	-1	7	-7	3	1	0
CC(Sc1nnc(CNc2cccc3ccccc23)n1-c1ccccc1)C(=O)N/N=C/c1ccco1 (stereo not drawn)
 : 3	-6	3	0	-9	8	9	-6	6	11	-1
CCOc1cc(NC(=S)Nc2ccc(Cl)cc2)c(OCC)cc1NC(C)=O
 : -20	2	-37	24	7	4	-8	0	-10	-9	13
Cn1ccnc1SCC(=O)Nc1cccc(S(=O)(=O)N2CCCCC2)c1
 : -9	-15	17	-3	0	-10	8	3	-2	3	9
Cc1cccc2nc(COc3ccc(Cl)c4cccnc34)cn12
 : 5	-11	-34	-15	-45	-44	-51	6	-63	-6	-16
COc1cccc(CNC(=O)CSc2nnc3c(n2)[nH]c2ccc(C)cc23)c1
 : 9	3	-21	-4	-11	-18	-25	9	-15	-1	3
CCOc1ccc(OCCNC(=O)C(NC(=O)c2c(F)cccc2F)C(C)C)cc1 (stereo not drawn)
 : -20	-9	4	-4	-8	22	-2	-1	-5	3	-5
O=C(NC1(C(F)(F)F)C(=O)Nc2c1c(=O)[nH]c(=O)n2Cc1ccccc1)c1ccc(Cl)cc1 (stereo not drawn)
 : 7	0	-1	-5	13	10	3	-5	-17	-2	1
CCCCn1c(-c2cccnc2)nc2cc3[nH]c(=O)c(C(C)C)nc3cc21
 : 39	-13	-19	-15	11	-34	21	-4	2	-4	-56
Cc1ncc(CCl)c2c1OC(C)(C)OC2
 : -5	-19	3	1	-8	5	7	-6	11	0	-20
CCCN=Cc1c(CCC)[nH]n(-c2nc3ccccc3s2)c1=O
 : -14	7	10	3	9	-29	-12	-22	-33	2	-21
O=C(CSc1nc2ccccc2c(=O)n1Cc1ccco1)c1ccc(F)cc1
 : -13	4	-4	18	10	-11	58*	0	64*	3	46
O=C(O)CCCCCNS(=O)(=O)c1ccc(Cl)cc1
 : 6	6	-2	-2	14	-8	-6	-3	20	-7	3
Cc1ccc(S(=O)(=O)N(C)C)cc1NC(=O)CN1C(=O)NC2(CCc3ccccc32)C1=O (stereo not drawn)
 : 0	0	5	12	8	21	-16	-6	-11	-4	18
COc1ccc(-c2noc(CN(C(=O)c3ccc(OC(C)=O)cc3)C(C)C)n2)cc1OC
 : 3	1	11	-10	-2	10	-24	3	7	5	2
Cn1c(N)c(C(=O)COC(=O)C2(c3ccc(F)cc3)CCCC2)c(=O)n(C)c1=O
 : -3	-12	-10	2	0	2	17	2	7	-2	17
CCOC(=O)C(C(C)C)C(N)Cc1ccc(F)cc1 (stereo not drawn)
 : -3	-9	7	11	2	9	-6	-5	-6	-18	49

More structures:
Values run as follows: CF NFkB block	COUP-TFII inh	NCOA3 inh	KKLEB tox	NCOA1 inh	NR5A2 inv ag	TWEAK-Fn14 inh	TRAIL sens C8	TROY NFkB inh	EBV LMP1 NFkB	Shn3 3UTR inh
COC(=O)c1cnn(-c2ccccc2)c1-n1cccc1C=O
 : -8	-2	13	8	-5	8	-1	0	-13	4	-3
c1ccc2c(c1)nc(N1CCOCC1)c1ccccc12
 : 0	-9	13	-4	-7	0	2	-7	2	1	-9
O=c1[nH]c(C2CCN(S(=O)(=O)/C=C/c3ccccc3)CC2)nc2c1nnn2Cc1ccccc1
 : 4	-7	13	8	18	4	6	5	-4	-14	10
CC(=O)NC(Cc1c[nH]c2ccccc12)C(=O)Nc1ccc2c(c1)OCO2 (stereo not drawn)
 : 10	2	-4	5	-13	-12	2	0	-25	-8	-6
O=S(=O)(/N=S1/CC=CCN1S(=O)(=O)c1ccccc1)c1ccccc1 (stereo not drawn)
 : 7	x	10	6	-3	8	9	12	21	2	52
CCn1c(=O)c2cc(C(=O)N(C)c3ccccc3F)sc2c2ccccc21
 : 9	-21	-2	10	-25	0	1	10	17	11	15
S=C1N(c2ccccc2)CN(CCN2CCOCC2)CN1c1ccccc1
 : 9	-6	5	-3	-4	15	-13	7	-3	x	2
